High-throughput results as filed in PubChem BioAssay.
Caspase-7 inhib – caspase-7 (human) inhibition, allosteric or competitive | recombinant caspase-7, Ac-DEVD-AFC fluorescence rate | Potency, µM (highest dose often 57.5 µM), for the others: at the highest dose activity change, negative = inhibition, most hits filed as inhibitors | 75,000 tested, 0.02% active; active = well fitted inhibition curve with a large enough effect in the main read-out, with a control signal flat, not every such curve was filed as active; inconclusive = small, poorly fitted or top-dose-only effect, or a change in a side signal; also: potency is read from the fitted curve at half-maximal effect; % of control where 0% means no effect
Target sequence (P55210 24-198 limits assumed): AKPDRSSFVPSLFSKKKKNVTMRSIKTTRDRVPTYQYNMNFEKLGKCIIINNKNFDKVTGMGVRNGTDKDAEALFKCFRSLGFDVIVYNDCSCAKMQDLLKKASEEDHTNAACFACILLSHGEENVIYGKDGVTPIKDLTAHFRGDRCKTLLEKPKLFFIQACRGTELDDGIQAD
Target sequence (P55210 207-303 limits assumed): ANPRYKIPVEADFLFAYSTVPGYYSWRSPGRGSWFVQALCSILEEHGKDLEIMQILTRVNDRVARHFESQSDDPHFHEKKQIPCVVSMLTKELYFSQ
BRCT PPI green – inhibitors of human BRCA1 BRCT-phosphoprotein interaction (green fluorophore). P38398. Potency, µM (titrated, usually from 76.9 µM), inactives show top-dose activity change, negative = inhibition, actives largely listed as inhibitors. 75,000 tested, 0.05% active. BRCA1 BRCT-phosphopeptide binding, green fluorescence polarization;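 also: potency is read from the fitted curve at half-maximal effect; plate controls were peptide without protein for full effect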
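Fluorescence polarization: His-tagged BRCT (~35 kDa BRCA1 C-terminus, 250 nM) bound to 100 nM fluorescein-labeled phosphorylated 10-aa BACH1 peptide, pH 7.3 phosphate buffer with DTT and Tween 20. Compounds incubated 12 min at room temperature; inhibition read as lowered polarization.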
BRCT PPI red – inhibitors of human BRCA1 BRCT-phosphoprotein interaction (red fluorophore); P38398; BRCT-phosphopeptide binding, red fluorescence polarization; Potency, µM (titrated, usually from 76.9 µM), for the others: at the highest dose activity change, negative = inhibition, most hits filed as inhibitors; 75,000 tested, 0.03% active; AID 892; also: % is scaled to controls: 0 for no effect and ±100 for the full control effect
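Fluorescence polarization: 100 nM His-tagged BRCA1 BRCT with 100 nM TAMRA-labelled phospho-BACH1 decapeptide, phosphate buffer pH 7.3 with 150 mM NaCl, DTT, 0.01% Tween 20; 12 min RT. Binding inhibition seen as FP decrease.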
A350 fluor – compound fluoresces in the Alexa 350 spectral region | Compound autofluorescence, 340/450 nm, Alexa 350 dye-equivalents; active compounds read high | max dye-equivalent concentration, M | 59,000 tested, 11% active; in the data active = max dye-equivalent concentration above about 10 nM; inconclusive = mostly about 1.1 nM to 9.6 nM
ERK AVP inh – blocks ERK signaling stimulated by vasopressin | HEK293-V1b, vasopressin-stimulated pERK AlphaScreen | Potency, µM (series often up to 57.5 µM), for inactives: top-dose activity, negative = inhibition, usual class: inhibitors | 72,000 tested, 0.99% active | AID 995; also: potency is read from the fitted curve at half-maximal effect; % is scaled to controls: 0 for no effect and ±100 for the full control effect; nearly all actives have a fitted effect of over 55% in size
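HEK293 cells stably expressing V1b receptor, preincubated 30 min at 37 °C with compound, then stimulated 5 min with 25 nM vasopressin. Phospho-ERK by AlphaScreen SureFire after 5 h RT; normalized to DMSO and vasopressin; AC50 by Hill fit.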
Casp1 inh – caspase-1 (human) inhibition, allosteric or competitive; 75,000 tested, 0.03% active; Potency, µM (doses to about 57.5 µM), for the others: at the highest dose activity change, negative = inhibition, usual class: inhibitors; Caspase-1 enzyme, Ac-WEHD-AFC fluorogenic rate; P29466; AID 900;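 also: potency is read from the fitted curve at half-maximal effect; plate controls were vehicle for no effect and no substrate for full effect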
USP2a inhib – blocks human ubiquitin-specific protease USP2a. USP2a enzymatic assay, qHTS inhibition. Potency, µM (titrated, usually from 38.3 µM), for inactives: at the highest dose activity change, negative = inhibition, most hits filed as inhibitors. O75604. AID 927. 60,000 tested, 0.1% active;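 also: potency is read from the fitted curve at half-maximal effect; nearly all actives have a fitted effect of over 60% in size; plate controls were DMSO for no effect and NEM full inhibition control for full effect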
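20 nM USP2 core + cpd, 30 min RT; add 20 nM Ub-PLA2/20 uM NBD C6-HPC; read Ex460/Em535 at 0 h and 2.5 h. Normalized to NEM; qHTS curve fit/classification.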
CRE-bla Fsk – modulators of forskolin-stimulated CRE signaling in CHO cells; CHO CRE-bla reporter (cAMP response element driving beta-lactamase), forskolin EC10, beta-lactamase ratio; Potency, µM (titrated, usually from 38.2 µM), without a hit: at the highest dose activity change, negative = inhibition, actives largely listed as activators; 71,000 tested, 2.5% active; active = well fitted activation curve with a large enough effect in the signal ratio, with a control signal flat, not every such curve was filed as active; inconclusive = small, poorly fitted or top-dose-only effect, or effect the other way, or a change in a side signal; the % refers to the signal ratio; also: potency is read from the fitted curve at half-maximal effect; % of control where 0% means no effect
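CHO CRE-bla cells, overnight plating in Opti-MEM with 0.5% dialyzed FBS; cpd titration + EC10 NKH 477, 3 h 37 °C; CCF4 2 h RT; ex 405/em 460 vs 530 ratio → %Activity, AC50.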
Luciferase inh – firefly luciferase inhibition | P08659 | purified firefly luciferase, luminescence, 8 min | Potency, µM (series often up to 57.1 µM), for inactives: top-dose activity change, negative = inhibition, most hits filed as inhibitors | 72,000 tested, 2.2% active; also: potency is read from the fitted curve at half-maximal effect; % is scaled to controls: 0 for no effect and ±100 for the full control effect; nearly all actives have a fitted effect of over 40% in size
Target sequence (P08659 whole entry, looked up): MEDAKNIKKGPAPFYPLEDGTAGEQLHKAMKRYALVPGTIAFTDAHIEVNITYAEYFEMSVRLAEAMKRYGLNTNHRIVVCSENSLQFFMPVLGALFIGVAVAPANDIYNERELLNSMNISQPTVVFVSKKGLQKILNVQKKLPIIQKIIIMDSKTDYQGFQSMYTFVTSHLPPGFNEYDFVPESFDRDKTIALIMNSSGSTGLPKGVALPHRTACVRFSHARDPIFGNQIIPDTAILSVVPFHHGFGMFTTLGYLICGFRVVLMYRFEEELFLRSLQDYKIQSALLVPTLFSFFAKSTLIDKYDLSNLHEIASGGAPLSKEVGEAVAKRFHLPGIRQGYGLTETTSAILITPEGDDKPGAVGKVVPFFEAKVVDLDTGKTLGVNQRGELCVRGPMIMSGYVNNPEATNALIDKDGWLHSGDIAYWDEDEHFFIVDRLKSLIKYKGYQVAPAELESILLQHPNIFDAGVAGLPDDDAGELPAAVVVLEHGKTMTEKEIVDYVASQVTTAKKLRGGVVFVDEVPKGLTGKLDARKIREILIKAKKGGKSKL
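qHTS concentration-response profiling: light output of P. pyralis luciferase with luciferin and 10 uM ATP, imidazole buffer pH 7.2. Read by luminescence after 8-min room-temperature incubation.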
Tau filament bind – binders of human tau filaments; P10636; recombinant tau filaments, thioflavin S fluorescence, 15 h; filaments grown with octadecylsulfate alongside compound; Potency, µM (doses to about 57.1 µM), inactives show at the highest dose activity change, negative = inhibition; 71,000 tested, 2% active;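 also: potency is read from the fitted curve at half-maximal effect; % is scaled to controls: 0 for no effect and ±100 for the full control effect; actives lower thioflavin S fluorescence by blocking filaments or displacing dye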
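Quantitative HTS: thioflavine S signal from ODS-induced tau filaments, excited at 450 nm, emission 510 nm. Conditions: 1 uM tau, 30 uM ODS, 15 h at 37 C, pH 7.4.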
HEK293 cAMP cs – counter-screen for TSHR agonists: cAMP increase in parental HEK293; parental HEK293 CNG cAMP sensor, membrane potential fluorescence; Potency, µM (top dose mostly 57.1 µM), for inactives: at the top dose activation, actives largely listed as activators; 73,000 tested, 2.5% active; AID 938; also: potency is read from the fitted curve at half-maximal effect; % of control where 0% means no effect; nearly all actives have a fitted effect of over 55% in size
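Counterscreen for endogenous-receptor signalling: CNG-channel HEK 293 cells report cAMP rise by membrane depolarization. After 60 min dye equilibration with 100 uM RO 20-1724, compounds incubated 30 min before bottom-read fluorescence at 590 nm.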
The depositor's hits bear a star; i = inactive; ? = inconclusive; . = no result given; [ ] = another dose, or the depositor's remark. Unless noted, calls follow the shape of the dose curve; as a rule, active = well fitted curve in the direction sought with a large enough effect; inconclusive = small, poorly fitted or top-dose-only effect, or another doubt; inactive = no such curve, though single readings can be large; an effect the other way counts as inactive or inconclusive. Not a hit list, and some 16% of all compounds hit somewhere here.

SMILES | Caspase-7 inhib | BRCT PPI green | BRCT PPI red | A350 fluor | ERK AVP inh | Casp1 inh | USP2a inhib | CRE-bla Fsk | Luciferase inh | Tau filament bind | HEK293 cAMP cs
O=C(O)c1[nH]c2ccccc2c1NS(=O)(=O)Cc1ccccc1 | -5% | 0.6% | -1.0% | ? | -18% | 1% | -1% | ? | -2% | ? | -2%
Fc1ccc(C(c2nnnn2Cc2ccco2)N2CCN(C3CCCCC3)CC2)cc1 (stereo unspecified) | 0% | 0.0% | 0.8% | i | 6% | 0% | 13% | -16% | 0% | -11% | ?
O=c1cnc2cnc(N3CCOCC3)nc2n1Cc1ccc(F)cc1 | -25% | 42%[activator] | -0.6% | ? | ? | ? | 30%[activator] | ? | 1%[11.4 µM] | 120% | 2.5µM*
C=CCn1c(C(C)NC(=O)COC)nc2ccccc21 (stereo unspecified) | 3% | -1.3% | 1.1% | . | . | -1% | . | -6% | 1% | -20% | 4%
CCC(Sc1nc(C)cc(=O)[nH]1)C(=O)Nc1nc2c(s1)CCCC2 (stereo unspecified) | -1% | -0.6% | -0.3% | i | 3% | 1% | -11% | ? | 0% | 5% | 6%
CS[C@@H](CC(=O)O)C(=O)O | 1%[11.5 µM] | -0.7%[15.4 µM] | 0.7%[15.4 µM] | i | 16%[11.5 µM] | 0%[11.5 µM] | . | -8%[7.6 µM] | 1%[11.4 µM] | 6%[11.4 µM] | 2%[11.4 µM]
CCOC(=O)Nc1c(O)ccc2oc(C)c(-c3ccccc3)c12 | 0% | -2.2% | 0.1% | . | ? | 3% | 12% | 10% | 4% | -4% | 26%
Cc1ccc(-c2noc(C3CCN(C(=O)Nc4ccc(C#N)cc4)CC3)n2)o1 | -1% | 0.0% | 1.7% | i | -21% | 1% | 25% | 11% | 1% | 4% | 15%
CCOC(=O)CSc1nc2ccccc2c(=O)[nH]1 | 1% | 0.4% | -0.7% | . | . | -3% | . | -3% | 1% | -9% | 9%
O=C(c1cc(C(F)(F)F)cc(C(F)(F)F)c1)N1CCC2(CC1)CCN(c1ncccn1)CC2 | -3% | -3.7% | 0.5% | i | 16% | -6% | 59%[activator] | 0% | 2%[11.4 µM] | -10% | 5%
Nc1ccc2c(c1)ncn2CCCn1cnc2cc(N)ccc21 | 1% | -0.8% | 2.4% | i | 3% | 1% | 3% | -8% | -6% | ? | 7%
Cc1ccc(S(=O)(=O)N[C@H](C(=O)O)C(C)C)cc1 | 0%[11.5 µM] | -0.8%[15.4 µM] | -0.6%[15.4 µM] | i | 1%[11.5 µM] | -2%[11.5 µM] | . | -4%[7.6 µM] | 1%[11.4 µM] | 8%[11.4 µM] | 1%[11.4 µM]
Cc1cnc(NC(=O)CCCSc2nc3ccccc3s2)s1 | -2% | -0.5% | -0.2% | i | 21% | -3% | 29% | ? | 1% | 89% | 23%
O=C1CCCN1CCCNc1ncnc2c1[nH]c1ccccc12 | -1% | -0.4% | -2.4% | ? | -6% | -4% | 7% | ? | -1% | -4% | 14%
CCOC(=O)C1CCN(C(=O)c2oc3ccc(S(=O)(=O)N4CC(C)CC(C)C4)cc3c2C)CC1 (stereo unspecified) | -4% | 1.9% | -1.5% | i | 2% | -3% | 23% | ? | 0% | -10% | ?
O=C(CCS(=O)(=O)Cc1ccccc1)N1CCN(Cc2ccccc2)CC1 | 1% | -0.6% | 0.8% | i | 1% | 0% | 1% | -1% | 3% | -4% | -6%
CC12CCC(C(=O)NCc3ccccn3)(OC1=O)C2(C)C (stereo unspecified) | 0% | -2.1% | 0.4% | i | 2% | 0% | -3% | 0% | -1% | -6% | 5%
Cc1ccccc1-c1nccc(NCc2cccs2)n1 | -6% | -0.4% | 0.9% | i | -10% | -5% | -10% | -5% | -1%[2.29 µM] | -7% | ?
COc1ccc(CN/C=C2\CCCCC2=O)cc1 | 0% | -0.8% | -0.7% | ? | -14% | -4% | ? | -5% | -2% | -8% | 7%
CCOC(=O)CSc1nnc(CNC(=O)c2ccc(S(=O)(=O)N3CCCCC3)cc2)n1C | 0% | -0.3% | -0.2% | i | -2% | 5% | 5% | 9% | 1% | 2% | 3%
Cn1c(=O)[nH]c(=O)c2c1ncn2CCN1CCOCC1 | -1% | -3.2% | -1.3% | i | -12% | 0% | -5% | -5% | 4% | -10% | 4%
Cc1ccc2oc(-c3ccco3)nc2c1 | 0% | 2.5% | -0.2% | i | -3% | -1% | 4% | ? | 25µM* | 3% | 13%
CC(=O)c1cccc(NC(=O)CC2SC(N3CCCCC3)=NC2=O)c1 (stereo unspecified) | -19% | 0.7% | 2.7% | i | 0% | -6% | 5% | 0% | -10% | 8% | -3%
Cn1c(=O)c2c(nc(N3CCOCC3)n2Cc2c(F)cccc2Cl)n(C)c1=O | 1% | -1.0% | 0.2% | i | 5% | 1% | . | 2% | 2% | -4% | 9%
CCCn1c(SCC(=O)Nc2sc(C)c(C)c2C(=O)OC)nc2c1c(=O)n(C)c(=O)n2C | 2% | 0.1% | 0.7% | i | -2% | 1% | . | 6% | 2% | 14% | ?
CCn1c(CNC(=O)C(C)(C)C)nc2ccccc21 | 0% | 0.7% | -1.7% | . | . | -2% | . | 0% | 1% | 4% | -2%
CC(C)CCNC(=O)C(c1ccco1)N(Cc1cccs1)C(=O)Cn1nnc2ccccc21 (stereo unspecified) | 1% | 2.6% | 0.3% | i | -14% | -5% | . | -14% | -1% | -7% | 6.3µM*
COC(=O)[C@@H]1C[C@@]2(O)[C@@H](O)[C@@H](O)[C@@H](O)C[C@H]2N1CC(c1ccccc1)c1ccccc1 | 1% | -2.7% | -1.4% | . | 4% | 0% | . | . | . | . | .
COc1ccc(NC(C)=O)cc1NC(=O)CN1CCN(c2ccccn2)CC1 | -4% | -1.1% | -0.8% | . | . | 0% | . | . | . | . | -6%
O=C(CSc1nnc(COc2ccc(F)cc2)o1)N1c2ccccc2CCc2ccccc21 | 0% | -5.6% | 0.3% | i | 19% | -2% | 17% | ? | 1% | 41% | 17%
CC1c2[nH]c3ccccc3c2CCN1C(=O)Nc1ccccc1 (stereo unspecified) | -4% | 3.2% | -1.7% | 1.3e-07M* | -21% | -5% | 18% | ? | 2% | -3% | -12%
O=C(O)CCSc1nc2ccccc2c(=O)[nH]1 | 2% | -0.4% | -0.2% | ? | 34%[activator] | 0% | 4% | ? | 3% | 11% | 2%
CCOc1ccccc1-n1c(SCC(N)=O)nnc1-c1ccco1 | 0% | 0.0% | 0.2% | i | -16% | -3% | 0% | 3% | 1% | -2% | 3%
CCOC(=O)C1CCCN(c2ncnc3c2cnn3-c2cccc(C)c2)C1 (stereo unspecified) | -2% | 0.8% | -0.5% | i | 5% | -1% | 0% | ? | -15% | 14% | 20%
O=C(CSc1nc(C2CCCCC2)n(-c2ccccc2)n1)NCCN1C(=O)CSC1=O | -3% | 1.1% | -0.9% | ? | -10% | 0% | 9% | -19% | -8% | 8% | 20%
O=C(O)c1oc2ccccc2c1CN1CCN(c2ccccc2)CC1 | 1% | 1.4% | 0.4% | i | 1% | 2% | 6% | -21% | 3% | -5% | -3%
CNC(=O)c1ccccc1NC(=O)c1c(O)c2c([nH]c1=O)CCCC2 | 0% | 3.0% | 0.0% | i | -9% | 2% | 31%[activator] | 8% | -6% | 42% | -3%
C/C(Cl)=C\Cn1c(N2CCCC2)nc2c1c(=O)[nH]c(=O)n2C | -3% | -5.8% | 1.2% | ? | 25µM* | -1% | -9% | 13µM* | 2% | 3% | 1%
CCN(Cc1ccncc1)C(=O)c1cccs1 | 1% | -5.7% | -0.7% | . | -19% | -1% | 0%[7.66 µM] | ? | -17% | 9%[11.4 µM] | 2%[11.4 µM]
COc1ccc([C@@H]2CC(=O)c3c(O)cc(O[C@H]4O[C@@H](CO[C@H]5O[C@@H](C)[C@@H](O)[C@@H](O)[C@@H]5O)[C@@H](O)[C@@H](O)[C@@H]4O)cc3O2)cc1O | -6%[25.7 µM] | -5.5%[34.4 µM] | 0.6%[34.4 µM] | i | 8%[25.7 µM] | -5%[25.7 µM] | 4%[17.1 µM] | -10%[17.1 µM] | 4%[25.5 µM] | 6%[25.6 µM] | 0%[25.6 µM]
CN(C)Cc1ccccc1-c1nccc(Nc2ccc(F)cc2)n1 | -2% | -1.0% | 0.4% | i | 21% | -7% | -3% | -3% | -1%[2.29 µM] | -12% | 20%
CS(=O)(=O)Nc1ccccc1Oc1ccccc1 | 0% | -3.4% | 0.4% | . | -10% | -2% | -1%[7.66 µM] | ? | 2% | -3%[11.4 µM] | -2%[11.4 µM]
Cc1c(C(=O)Nc2ccc(-n3cnnn3)cc2)oc2ccccc12 | -1% | -0.1% | -1.8% | ? | -6% | 1% | 1% | -7% | 1% | 68% | 9%
